# PTHR1 agonist = agonists of human PTHR1 parathyroid hormone receptor; Q03431; HEK293 GP2 PTHR1 cells, GloSensor cAMP luminescence, 1 h; Potency, µM (titrated, usually from 115 µM), inactives show at the highest dose activation, most hits filed as activators; actives 0.075% (n = 410,000); further: potency means the concentration at half of the fitted maximal effect; nearly all actives have a fitted effect of over 55% in size; some results filed as inactive show a strong effect at the top dose; inactives centre near -15; many of its hits are not listed in these tables
# Target sequence (Q03431 whole entry, looked up): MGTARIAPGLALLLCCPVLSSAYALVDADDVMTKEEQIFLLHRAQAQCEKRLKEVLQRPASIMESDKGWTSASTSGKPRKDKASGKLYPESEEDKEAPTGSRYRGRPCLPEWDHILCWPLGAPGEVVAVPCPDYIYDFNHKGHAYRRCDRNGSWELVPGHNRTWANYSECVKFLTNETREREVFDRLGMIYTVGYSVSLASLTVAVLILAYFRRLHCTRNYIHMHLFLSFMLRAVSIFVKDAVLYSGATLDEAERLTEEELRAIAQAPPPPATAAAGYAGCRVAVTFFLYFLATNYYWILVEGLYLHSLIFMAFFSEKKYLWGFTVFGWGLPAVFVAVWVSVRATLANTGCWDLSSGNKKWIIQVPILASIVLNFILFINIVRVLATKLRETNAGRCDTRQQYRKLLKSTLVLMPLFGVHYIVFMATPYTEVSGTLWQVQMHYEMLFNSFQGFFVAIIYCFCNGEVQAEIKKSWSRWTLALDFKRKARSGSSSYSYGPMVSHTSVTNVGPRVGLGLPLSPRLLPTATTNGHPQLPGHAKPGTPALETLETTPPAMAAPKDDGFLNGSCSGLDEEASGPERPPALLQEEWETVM
#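 HEK-293-derived GP2 cells expressing PTHR1 and a GloSensor cAMP reporter, 3,000/well, plated overnight, given luciferin plus IBMX (each 0.5 mM as added) for 1 h at 37 °C, then compound for 1 h at 37 °C. Luminescence was read after 15 min at room temperature.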
# TDP43 rescue = TDP-43 toxicity inhibition in yeast; TDP-43 expressing yeast growth rescue, BacTiter-Glo, 24 h; actives 1.8% (n = 410,000); AID 652104; Potency, µM (top dose mostly 46.1 µM), without a hit: at the highest dose growth rescue (activation), most hits filed as activators; further: potency means the concentration at half of the fitted maximal effect; % of control where 0% means no effect; nearly all actives have a fitted effect of over 50% in size
#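 In this qHTS, compounds that restore growth of yeast expressing TDP-43 appear as activators. Cells (OD600=0.02, galactose medium, raffinose-pregrown) are incubated with compound 24 hr at 30 deg C and growth is quantified by BacTiter-Glo.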
# Mm-Cpn inhibitor = M. maripaludis TRiC chaperonin inhibition; purified Mm-Cpn ATPase, ADP Transcreener TR-FRET; Potency, µM (series often up to 76.9 µM), inactives show at the top dose activity, negative = inhibition, hits mostly inhibitors; actives 0.031% (n = 330,000); AID 504842; further: potency means the concentration at half of the fitted maximal effect; on the % scale 0 is the no-effect control and ±100 the full control effect; nearly all actives have a fitted effect of over 80% in size
#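 Purified archaeal Mm-CPN (25nM final) preincubated 10 min at 37degC with compound, then 10uM ATP for 30 min at 37degC; ADP measured by HTRF Transcreener TR-FRET; buffer 30 mM TRIS pH 7.4, 100mM KCl, 5mM MgCl2, 1mM DTT.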
# aSyn rescue = rescues yeast growth from alpha-synuclein toxicity; Yeast expressing alpha-synuclein, growth rescue, BacTiter-Glo, 24 h; Potency, µM (doses to about 46.1 µM), without a hit: at the highest dose growth rescue (activation), usual class: activators; actives 0.14% (n = 370,000); AID 652106; further: potency means the concentration at half of the fitted maximal effect; % of control where 0% means no effect; nearly all actives have a fitted effect of over 65% in size
#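 Galactose-induced alpha-syn yeast (OD600=0.02, raffinose-pregrown) + pinned cpd, 24 hr, 30 deg C; growth by BacTiter-Glo luminescence. Growth restoration scores as activation.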
# GLP-1R inv ag = inverse agonists of human GLP-1 receptor; P43220; HEK293 GLP-1R CRE-luciferase, luminescence, 24 h; GLP-1R form is constitutively active; Potency, µM (top dose mostly 38.3 µM), without a hit: top-dose activity change, negative = inhibition, hits mostly inhibitors; actives 1.6% (n = 410,000); further: potency means the concentration at half of the fitted maximal effect; on the % scale 0 is the no-effect control and ±100 the full control effect; nearly all actives have a fitted effect of over 55% in size
# Target sequence (P43220 whole entry, looked up): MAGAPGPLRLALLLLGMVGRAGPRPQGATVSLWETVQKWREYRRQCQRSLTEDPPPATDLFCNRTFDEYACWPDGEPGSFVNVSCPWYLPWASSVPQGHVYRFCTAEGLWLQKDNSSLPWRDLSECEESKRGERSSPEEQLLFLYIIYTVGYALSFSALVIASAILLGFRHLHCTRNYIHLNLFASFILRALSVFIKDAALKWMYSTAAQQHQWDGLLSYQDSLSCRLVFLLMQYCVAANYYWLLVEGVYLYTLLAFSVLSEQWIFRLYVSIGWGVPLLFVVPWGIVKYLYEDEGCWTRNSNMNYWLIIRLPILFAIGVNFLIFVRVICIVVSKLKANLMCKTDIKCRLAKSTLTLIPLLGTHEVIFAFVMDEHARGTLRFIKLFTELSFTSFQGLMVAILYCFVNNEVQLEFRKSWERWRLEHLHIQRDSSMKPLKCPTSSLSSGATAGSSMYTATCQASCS
#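 HEK293 cells stably co-expressing constitutively active GLP-1R and a cAMP-responsive luciferase reporter were seeded in DMEM with 10% Nu serum, given compounds after 12 h, and incubated 24 h at 37 deg C. Luminescence was then read.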
# FUS yeast rescue = FUS proteinopathy suppression in yeast; actives 0.24% (n = 390,000); Potency, µM (doses to about 76.6 µM), for the others: top-dose growth rescue (activation), hits mostly activators; AID 1347120; S. cerevisiae FUS-expressing, growth rescue, OD600, 24 h;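 further: potency means the concentration at half of the fitted maximal effect; plate controls were DMSO vehicle for no effect and reference control for full effect; nearly all actives have a fitted effect of over 55% in size; some results filed as inactive show a strong effect at the top dose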
#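 S. cerevisiae expressing FUS from galactose induction served as the toxicity model. Growth after 24hr at 30C, read as absorbance at 600 nm, indicates suppression of toxicity; compounds dosed at several concentrations.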
# HEK293 tox = cytotoxicity in counter-screen for GLP-1R inverse agonists. Potency, µM (titrated, usually from 38.3 µM), for inactives: top-dose activity change, negative = inhibition, usual class: inhibitors. actives 0.13% (n = 410,000). HEK293 cAMP-luciferase reporter cells, luminescence, 24 h;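 further: loss of luciferase light is scored as toxicity; potency means the concentration at half of the fitted maximal effect; on the % scale 0 is the no-effect control and ±100 the full control effect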
#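 A 23 nL compound transfer followed 12 hours of cell culture at 37 deg C; exposure then lasted 24 hr. Luciferase assay detection reagent was dispensed and plates read for luminescence after a 12 min room-temperature wait.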
# Akt phos inh = inhibitors of Akt phosphorylation. activity change, % for hits at 50 µM. Neuro2A IGF-stimulated pAkt S473 HTRF, 20 min; active compounds read low. actives 0.32% (n = 360,000); in the data active means activity change below about -80%; inconclusive means mostly about -51% to -80%; further: on the % scale 0 is the no-effect control and ±100 the full control effect
#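 Neuro2A cells in DMEM with 0.5% FBS, overnight at 37 deg C, given compound at single 50 µM final, then IGF (6 nM final) for 20 min at 37 deg C. Lysed; phospho-Akt Ser473 by HTRF after 24 h, 665/615 ratio.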
# Abeta yeast res = compounds reversing amyloid beta toxicity in yeast. Potency, µM (top dose mostly 46.1 µM), for inactives: at the top dose growth rescue, hits mostly activators. yeast expressing A-beta42, growth rescue, OD600, 48 h; response scale: 0% DMSO, 100% iron-clioquinol control. actives 0.063% (n = 410,000); further: potency means the concentration at half of the fitted maximal effect; nearly all actives have a fitted effect of over 55% in size
#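 Yeast A-beta toxicity model in growth medium with pinned compounds, 48 h at 30 C; growth read as absorbance at 600 nm. Normalized to FeCl3/clioquinol equimolar mix (positive) and DMSO (negative).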
# Active calls of the source: *; i = inactive; ? = inconclusive; / = not tested or not shown; & = joins results of further samples; ! = not confirmed by another sample; [ ] = remark or other dose. Unless noted, the call rests on the fitted dose curve; in most records, active means well fitted curve in the direction sought with a large enough effect; inconclusive means small, poorly fitted or top-dose-only effect, or another doubt; inactive means no such curve, though single readings can be large; an effect the other way counts as inactive or inconclusive.
SMILES,PTHR1 agonist,TDP43 rescue,Mm-Cpn inhibitor,aSyn rescue,GLP-1R inv ag,FUS yeast rescue,HEK293 tox,Akt phos inh,Abeta yeast res
Cc1cc(NC(=O)c2noc3c2CCCC3)no1,-10.7%,-7.9%,-0.4%,-6.3%,0.7%,1.0%,-6.9%,i,-4.5%
CCOc1nc(NCc2ccco2)nc(Nc2ccc(OC)cc2)n1,i,26.8%,1.1%,-10.7%,?,12.6%,-19.3%,i,-5.1%
COc1ccc(NC(=O)C2CCN(C(=O)c3ccco3)CC2)c(OC)c1,-22.4%,4.3%,3.4%,9.0%,-3.3%,1.9%,0.3%,i,-8.5%
COc1ccc(CNC(=O)c2cc3c(s2)-c2ccccc2OC3)cc1,-32.7%[inhibitor],-13.7%,/,0.0%,-30.6%,-3.4%,0.9%,/,0.0%
Cc1ccc2c(c1)C(c1ccccc1)N(C(=O)CC(C)C)CC(=O)N2 (configuration not stated),7.2%,-21.0%,-0.7%,11.1%,?,24.6%,-12.9%,i,4.2%
COc1ccc(N(CC(=O)NC(C)c2ccccc2)S(=O)(=O)c2c(C)noc2C)cc1 (configuration not stated),-27.9%,?,-2.3%,1.4%,8.91µM*!,36.3%&33.0%,-13.5%&-11.4%,i,-14.2%&-1.6%
O=C(c1cnccn1)N1CCc2ccccc2C1,i,12.6%,-2.6%,5.5%,7.7%,0.0%,-4.5%,i,-1.2%
Cc1ccc2c(C)cc[n+](CCCS(=O)(=O)[O-])c2c1,-7.5%,-6.1%,-0.3%,1.8%,17.9%,/,-10.9%,i,7.6%
CCc1ccc([C@@H]2CC=C(C(=O)O)[C@H](c3ccccc3)N2S(=O)(=O)c2ccc(C)cc2)cc1,-19.9%,14.3%,-0.3%,4.8%,-0.4%,0.2%,0.4%,i,2.7%
FC(F)(F)c1nc(-c2cccnc2)ncc1-c1nnnn1-c1ccccc1,-18.7%[57.5 µM],22.8%,-3.3%,-0.2%,-7.0%,27.1%,-1.2%,i,-2.1%
OC(COc1ccc(Cl)cc1)CN1CCCCC1 (configuration not stated),i,-10.5%,2.1%,2.2%,0.4%,21.4%,8.5%,i,-3.3%
CC(C)[C@@H](C(=O)NC1CCCC1)N1C(=O)N2CCc3c([nH]c4ccccc34)[C@@]2(C)C1=O,-5.5%,16.2%,0.3%,4.1%,?,35.8%,-3.3%,i,15.6%
CN1CCN(C(=O)C[C@H]2CC[C@H]3[C@@H](COC[C@@H](O)CN3Cc3cccc(F)c3)O2)CC1,i,7.0%,/,0.0%,21.0%,-2.0%,-1.6%,i,-0.5%
CC(NC(=O)c1ccc2c(c1)C(=O)N(Cc1cccnc1)C2=O)c1ccccc1 (configuration not stated),-2.6%,9.1%,-2.0%,0.5%,0.9%,/,4.7%,i,-9.3%
Cc1ccc(NS(=O)(=O)c2cc(C(N)=O)ccc2C)cc1,-20.0%[57.5 µM],-23.1%,4.0%,0.6%,0.0%,7.5%,10.8%,i,3.6%
CC(Sc1n[nH]c(-c2ccccc2)n1)C(=O)c1c(N)n(C)c(=O)n(C)c1=O (configuration not stated),-24.0%,22.5%,-2.7%,1.9%,26.7%,6.2%,10.9%,i,-1.3%
O=c1[nH]c2cc(Br)ccc2n2cccc12,i,10µM*,/,/,17.5%,-14.9%,-1.3%,/,2.6%
Cc1cccc(NC2=NC(=S)N(c3ccc(C(=O)O)cc3)C23CCCCC3)c1,-10.0%,0.0%,-4.0%,-2.3%,-11.4%,/,5.1%,i,-9.9%
CCN(CC(=O)Nc1ccccc1C(F)(F)F)C(=O)CCc1ccccc1,i,15.2%,-0.4%,11.2%,-29.9%,23.5%,-12.0%,i,19.9%
O=C(OCc1ccc(F)cc1)c1ccc2ccccc2n1,-12.9%,-6.2%[9.22 µM],-1.2%,10.6%,6.8%[7.66 µM],18.0%,6.6%[7.66 µM],i,4.5%
O=C(NCCc1ccncc1)c1ccccc1F,i,12.2%,0.4%,1.3%,4.4%,-1.8%,15.1%,i,23.8%
Cc1cccc(Nc2ccccc2C(=O)O)c1C,-54.6%[inhibitor],9.3%,-3.1%,-0.1%,3.0%,-27.1%,6.3%,i,7.7%
COc1ccc2nc(NC(=O)CCc3nc(-c4ccccc4F)no3)sc2c1,i,-4.5%,-12.3%,2.4%,-4.9%,/,-1.7%,i,-1.8%
Cc1nc2ccc(NC(=O)[C@@H](NC(=O)c3c(F)cccc3F)C(C)C)cc2s1,9.6%,1.8%,-1.1%,-2.1%,5.4%,10.4%,8.3%,i,1.0%
COc1ccc(-c2cn3c(n2)sc2cc(C(=O)Nc4cccc(SC)c4)ccc23)cc1,i,10.2%,/,/,9.4%,1.2%,-3.2%,/,0.1%
SMILES,PTHR1 agonist,TDP43 rescue,Mm-Cpn inhibitor,aSyn rescue,GLP-1R inv ag,FUS yeast rescue,HEK293 tox,Akt phos inh,Abeta yeast res
N#Cc1nc(Cc2cccc3ccccc23)oc1N1CCN(c2ccccc2)CC1,i,-16.6%,-0.2%,-2.0%,4.6%,-13.7%,-6.0%,i,1.6%
CC(C)c1ccc(S(=O)(=O)NCc2ccc3c(c2)OCO3)cc1,-6.1%,11.2µM*,0.7%,14.8%,3.0%,-2.0%,10.1%,i,20.8%
Cc1c(CN2CCC(C(=O)Nc3cccc(-c4cccc(Cl)c4)c3)CC2)cnn1C,3.6%,-9.9%,1.2%,-13.5%,?,10.3%,?,i,-1.3%
CCOC(=O)c1ccc(NC(=O)CSc2nnc(CNC(=O)c3ccccc3F)o2)cc1,i,-12.9%,0.7%,-5.4%,21.5%,-4.5%,-1.3%,i,5.4%
COC(=O)Cn1ccc(N(C)C)c(C#N)c1=O,i,-13.1%,0.5%,-8.3%,21.2%,-10.6%,11.2%,i,12.7%
Cc1nc(C)c(-c2ccn(S(=O)(=O)c3ccc(Cl)cc3)n2)o1,-16.1%,-21.3%,-0.4%,1.1%,51.8%[activator],10.3%,0.0%,i,-10.2%
CCn1ncc(/C=N\NC(=O)c2ccc3c(c2)c(C)c(C)n3Cc2ccccc2)c1C,-17.7%[57.5 µM],3.9%,-0.7%,8.6%,-1.5%,?,?,i,-9.9%
CCc1nc2ccc(C(=O)NCCCN3CCCC3=O)cn2c1N(CCC(C)C)CCN(C)C,-11.2%,19.3%,/,-0.1%,20.5%,-1.4%,-4.7%,/,-10.2%
C/C(CC(=O)Nc1ccc(N(C)C)cc1)=N\NC(=O)c1ccc(Cl)cc1,i,-3.1%,2.2%,-1.7%,4.5%,-1.2%,-4.8%,i,-11.4%
CCC(C(=O)NCc1cccs1)n1nc(C)n2c(cc3occc32)c1=O (configuration not stated),27.2%,-5.6%,-1.3%,11.0%,1.8%,9.2%,-0.1%,i,-8.5%
Cc1ccc(NS(=O)(=O)c2cc(NC(=O)C(C)Oc3ccccc3)ccc2C)c(C)c1 (configuration not stated),-62.6%[inhibitor],-13.8%,-0.4%,22.9%,10µM*,/,9.5%,i,-3.7%
Cc1nc([N+](=O)[O-])c(NCCO)n1Cc1ccccc1,i,-11.5%,-2.8%,0.6%,-7.6%,4.6%,-17.5%,i,-7.2%
C=CCN(c1ccccc1)S(=O)(=O)c1cccc(C(=O)Nc2ncccc2O)c1,-13.1%,-25.7%,0.4%,-7.2%,?,17.0%,4.2%,i,-12.8%
Cc1ncc([N+](=O)[O-])n1CC(=O)Nc1ccc(Br)cc1,i,-7.7%,-1.9%,-1.0%,?,26.1%,0.8%,i,-1.8%
CCCCOc1ccc(N(CC(=O)NCC2CCCO2)C(=O)CCC(=O)Nc2cc(C)ccn2)cc1 (configuration not stated),i,0.1%,2.2%,0.6%,?,?,-14.2%,i,-10.5%

# A second format for part of the listing above.
smiles	PTHR1 agonist	TDP43 rescue	Mm-Cpn inhibitor	aSyn rescue	GLP-1R inv ag	FUS yeast rescue	HEK293 tox	Akt phos inh	Abeta yeast res
Cc1nc(C)c(-c2ccn(S(=O)(=O)c3ccc(Cl)cc3)n2)o1	-16.1%	-21.3%	-0.4%	1.1%	51.8%[activator]	10.3%	0.0%	i	-10.2%
CCn1ncc(/C=N\NC(=O)c2ccc3c(c2)c(C)c(C)n3Cc2ccccc2)c1C	-17.7%[57.5 µM]	3.9%	-0.7%	8.6%	-1.5%	?	?	i	-9.9%
CCc1nc2ccc(C(=O)NCCCN3CCCC3=O)cn2c1N(CCC(C)C)CCN(C)C	-11.2%	19.3%	/	-0.1%	20.5%	-1.4%	-4.7%	/	-10.2%
C/C(CC(=O)Nc1ccc(N(C)C)cc1)=N\NC(=O)c1ccc(Cl)cc1	i	-3.1%	2.2%	-1.7%	4.5%	-1.2%	-4.8%	i	-11.4%
CCC(C(=O)NCc1cccs1)n1nc(C)n2c(cc3occc32)c1=O (configuration not stated)	27.2%	-5.6%	-1.3%	11.0%	1.8%	9.2%	-0.1%	i	-8.5%
Cc1ccc(NS(=O)(=O)c2cc(NC(=O)C(C)Oc3ccccc3)ccc2C)c(C)c1 (configuration not stated)	-62.6%[inhibitor]	-13.8%	-0.4%	22.9%	10µM*	/	9.5%	i	-3.7%
Cc1nc([N+](=O)[O-])c(NCCO)n1Cc1ccccc1	i	-11.5%	-2.8%	0.6%	-7.6%	4.6%	-17.5%	i	-7.2%

# Screening data: PubChem BioAssay, National Center for Advancing Translational Sciences (NCATS)

# This is a subset (hit frequency here may not be typical).
